M4 ag: CHRM4 agonism in calcium assay; P08173; CHO-K1 hM4/Gqi5, Fluo-8 calcium fluorescence; vehicle 0%, full acetylcholine response 100%; activation, % at 3 µM; hit rate 0.14% among 360,000; AID 624127;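 active = activation above the run mean over all test wells plus 3 SD, cut at about 32% in these data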;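 note: peak over basal fluorescence ratio per well then scaled between controls; 0% = DMSO wells and 100% = acetylcholine at EC100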
Target sequence (P08173 whole entry, looked up): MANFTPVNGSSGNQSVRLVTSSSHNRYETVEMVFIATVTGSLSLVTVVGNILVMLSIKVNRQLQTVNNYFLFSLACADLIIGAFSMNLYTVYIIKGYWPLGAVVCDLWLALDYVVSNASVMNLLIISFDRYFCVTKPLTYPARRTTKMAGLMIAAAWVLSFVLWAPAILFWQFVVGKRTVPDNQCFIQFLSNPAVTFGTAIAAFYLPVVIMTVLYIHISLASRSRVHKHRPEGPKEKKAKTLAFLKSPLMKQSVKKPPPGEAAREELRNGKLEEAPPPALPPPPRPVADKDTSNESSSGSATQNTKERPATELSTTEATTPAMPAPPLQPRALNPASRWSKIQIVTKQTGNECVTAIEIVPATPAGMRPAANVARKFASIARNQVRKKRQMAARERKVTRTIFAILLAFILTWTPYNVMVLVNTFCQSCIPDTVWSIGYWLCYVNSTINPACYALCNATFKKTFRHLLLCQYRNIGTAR
CHRM5 agonist: CHRM5 agonism in calcium assay; P08912; CHO-K1 hM5 cells, Fluo-8 calcium fluorescence; 0% DMSO wells, 100% maximal acetylcholine response; activation, % at 3 µM; hit rate 0.19% among 360,000; AID 624037;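 active = activation above the run's mean over test compounds plus 3 SD, cut at about 23% in these data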;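 note: signal is peak over basal fluorescence ratio across the kinetic read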
M4 antag: blocks acetylcholine activation of human M4 receptor; P08173; CHO-hM4 cells, ACh EC80, Fluo-8 calcium fluorescence; inhibition, % at 3 µM; hit rate 0.73% among 360,000; AID 624125;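 active = inhibition above its plate's cutoff, the mean inhibition of sample wells plus 3 SD, cut at about 27% in these data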;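 note: 0% = acetylcholine EC80 with DMSO and 100% = DMSO without agonist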
CRFR2-BP ag: CRF-BP/CRF-R2 complex agonism. hit rate 0.46% among 350,000. HEK293 CRF-R2/CRF-BP, calcium dye fluorescence (FLIPR); percent of saturating CRF peptide response. AID 588473. activation, % at 13.2 µM;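 active = activation of at least 50%, plus an integration ratio under a set limit after plate pattern correction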;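 note: plate controls were neutral control wells without compound for no effect and CRF at EC100 for full effect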
CRFR2-BP antag: CRF-BP/CRF-R2 complex antagonism | HEK293 CRF-R2/CRF-BP, CRF-induced calcium fluorescence | inhibition, % at 11.8 µM | hit rate 0.59% among 350,000;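 active = inhibition of the ligand-induced calcium signal above about 50% at the single tested concentration, limit read from the data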
M5 PAM: CHRM5 positive allosteric modulation; P08912; CHO-K1 hM5, Fluo-8 calcium, ACh EC20 PAM; 0% = ACh EC20, 100% = ACh EC100; activation, % at 3 µM; hit rate 0.3% among 360,000;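 active = activation above the run cutoff, the mean activation of all test compounds plus 3 SD, cut at about 18% in these data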
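System: CHO-K1 hM5 cells. Reagent: acetylcholine, EC20 level. Compound dosing: single dose, 3 µM nominal final test concentration. Timing: Post-acetylcholine fluorescence recording 140 s. Detection: Fluo-8 calcium fluorescence. Read-out: % activation, ACh-normalized. Benchmarks: ACh EC20 and EC100 wells. Repeats: singlicate, one well per test compound.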
CHRM5 antagonist: CHRM5 antagonism in calcium assay. P08912. CHO-hM5 cells, Fluo-8 calcium fluorescence, ACh EC80. inhibition, % at 3 µM. hit rate 0.59% among 360,000;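 active = inhibition above a per-plate cutoff, the mean of that plate's test compounds plus 3 SD, cut at about 27% in these data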;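 note: 0% = acetylcholine EC80 with DMSO and 100% = DMSO without agonist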
CHRM1 PAM: human CHRM1 positive allosteric modulation | CHO-K1 hM1, Fluo-8 calcium fluorescence, ACh EC20; 0% = ACh EC20, 100% = maximal ACh | activation, % at 3 µM | hit rate 0.088% among 360,000 | P11229; in the data active = activation above about 19%, passing the limit was not always enough
Target sequence (P11229 whole entry, looked up): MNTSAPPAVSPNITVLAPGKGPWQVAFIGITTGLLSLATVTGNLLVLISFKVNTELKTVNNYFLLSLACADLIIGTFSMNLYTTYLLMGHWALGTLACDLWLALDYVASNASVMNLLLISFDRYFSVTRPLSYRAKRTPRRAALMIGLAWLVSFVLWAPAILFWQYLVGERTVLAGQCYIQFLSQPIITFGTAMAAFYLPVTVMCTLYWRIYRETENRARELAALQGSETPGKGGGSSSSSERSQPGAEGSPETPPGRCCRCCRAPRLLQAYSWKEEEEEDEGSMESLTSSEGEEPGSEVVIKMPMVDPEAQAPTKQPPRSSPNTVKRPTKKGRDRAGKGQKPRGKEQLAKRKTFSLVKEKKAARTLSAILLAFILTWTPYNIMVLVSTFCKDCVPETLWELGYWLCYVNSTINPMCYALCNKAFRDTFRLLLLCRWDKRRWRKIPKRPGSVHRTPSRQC
CHRM4 PAM: CHRM4 positive allosteric modulation. CHO-K1 hM4/Gqi5, Fluo-8 calcium fluorescence, ACh EC20; 0% = ACh EC20, 100% = maximal ACh. activation, % at 3 µM. hit rate 0.4% among 360,000. AID 624126;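 active = activation above its plate's cutoff, the mean activation of sample wells plus 3 SD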; note: some results filed as inactive read as strong as hits
Numbers without * were called inactive; nt = not tested or not shown.

SMILES | M4 ag | CHRM5 agonist | M4 antag | CRFR2-BP ag | CRFR2-BP antag | M5 PAM | CHRM5 antagonist | CHRM1 PAM | CHRM4 PAM
CC1=CS/C(=C(/C#N)C(=O)NCc2ccco2)N1c1ccccc1 | -2.0 | 2.6 | -15.5 | -1.1 | -4.2 | 3.0 | -0.9 | 7.9 | 7.0
CC(=O)Cc1nsc(Nc2ccc3c(c2)OCCO3)n1 | -0.7 | -0.3 | 9.3 | 11.9 | 20.9 | 0.8 | -0.6 | -4.4 | 10.5
COc1cccc(NC(=O)N2CCc3nc(Nc4cc(Cl)cc(Cl)c4)ncc3C2)c1 | 2.4 | 0.0 | -3.2 | nt | nt | -2.9 | -4.7 | 3.0 | 0.9
COc1ccc(NC(=O)c2ccco2)cc1N | 2.8 | -1.7 | -8.6 | -4.6 | -43.5 | 20.1* | -1.9 | 13.3 | 5.0
COc1cc(/C=C/C(=O)OCC(=O)NC(=O)NCc2ccco2)ccc1OC(F)F | 2.3 | -2.4 | -6.7 | -0.3 | -22.1 | -0.9 | 1.9 | 5.8 | 7.6
COc1cc(OC)c(OC)cc1/C=N/NC(=O)c1ccc(=O)n(C)c1 | -0.5 | -1.4 | -0.9 | 2.4 | 6.7 | 0.1 | -2.7 | 7.2 | 1.5
O=C(Nc1ccc(Cl)c(-c2nc3ccccc3[nH]2)c1)c1ccc2c(c1)OCO2 | 9.1 | -1.6 | -11.8 | 1.8 | -11.4 | -8.7 | -2.7 | -0.9 | 4.1
O=S(=O)(NCC(c1ccccc1)N1CCC(O)CC1)c1ccc(Cl)cc1 (configuration not stated) | 2.8 | -1.8 | 1.4 | -0.8 | 6.0 | -2.4 | 2.8 | 3.2 | 0.6
O=C(Nc1c(-c2ccccc2)[nH][nH]c1=O)c1cnccn1 | 1.1 | 0.3 | -4.2 | nt | nt | 0.6 | 0.4 | nt | 12.3
Cc1cc(C)c(S(=O)(=O)Nc2ccc(O)c(Sc3ncn[nH]3)c2)c(C)c1 | 1.4 | -0.7 | 6.8 | -1.0 | -15.2 | -0.2 | -4.7 | 5.2 | -0.2
COc1ccc(C(=O)NCc2nnc(SCC(=O)Nc3cc(C)cc(C)c3)o2)cc1OC | 0.0 | -2.1 | 10.5 | -0.8 | 7.5 | -0.8 | 9.5 | 4.6 | -4.2
O=C(CN1C(=O)NC2(CCOc3ccccc32)C1=O)NCCc1ccccc1 (configuration not stated) | 3.8 | 1.9 | 0.1 | 0.0 | -15.6 | -0.1 | 4.4 | 1.9 | 4.6
O=C(COC(=O)CCC(=O)c1ccc(F)cc1)NCc1ccco1 | 0.1 | -0.2 | -8.1 | -5.0 | -5.8 | 4.8 | 1.1 | 9.3 | 5.5
Cc1ccnc(NC(=O)CN2C(=O)NC(C)(c3ccc4ccccc4c3)C2=O)c1 (configuration not stated) | 7.1 | 5.4 | -1.0 | -0.7 | -11.8 | 2.1 | -0.4 | 5.6 | -0.3
O=C(Nc1ccccc1F)Nc1ccccc1OC(F)F | 0.6 | -0.3 | 4.0 | -2.7 | 1.4 | -3.6 | -5.9 | 8.8 | -7.4
CN(C)[C@@H](CO)c1nnc([C@H](Cc2ccc(O)cc2)NC(=O)C2CCNCC2)o1 | 0.2 | 1.7 | 1.1 | -0.2 | -5.2 | 0.5 | 9.8 | 6.2 | 0.5
CC(C)N(C(=O)c1nn(C)c2c1CSc1ccccc1-2)C1CCCCC1 | 0.9 | -4.6 | -2.0 | 2.6 | -11.3 | -2.3 | 1.6 | 5.3 | -5.2
CCCCCCCNC(=O)CC(NS(=O)(=O)c1ccc(NC(C)=O)cc1)C(C)C (configuration not stated) | 1.2 | -0.6 | -11.8 | -2.6 | -20.7 | 2.0 | -6.0 | 0.8 | 1.9
CCCCN1C[C@H](C)[C@@H](CC(=O)NCc2ccccc2)C1=O | 1.7 | 1.2 | 2.4 | 0.0 | 2.9 | 1.5 | 9.5 | 7.6 | 6.5
CN1CCN(c2nc(-c3ccccc3)c3cc(Cl)ccc3n2)CC1 | 1.6 | -11.7 | -4.5 | 1.5 | -11.8 | -18.5 | 9.1 | -19.6 | -11.0
O=C(CSc1nnc(-c2ccc(Cl)cc2)n1Cc1ccco1)NCc1ccc2c(c1)OCO2 | 1.5 | -2.0 | 0.3 | -1.6 | 28.7 | -2.1 | -2.3 | 9.7 | 1.9
Cc1sc2ncn(CC(=O)NCCCC(=O)N3CCCCC3)c(=O)c2c1C | 0.8 | -1.1 | -8.4 | -0.8 | 3.9 | -2.0 | 1.4 | 4.1 | 2.1
Cc1nc(SCC(N)=O)[nH]c(=O)c1Cc1ccc(OC(C)C)cc1 | 0.5 | -0.2 | -10.6 | 5.5 | 24.9 | 6.8 | -7.7 | -2.4 | 12.0
CC(C)=C1SC(N2CCN(c3cccc(C(F)(F)F)c3)CC2)=NC1=O | 0.3 | 2.3 | 9.2 | -0.5 | 2.0 | -2.4 | -6.3 | 11.0 | 20.1
Cc1ccc(NC(=O)CCCSc2ccccc2)cc1S(=O)(=O)N1CCOCC1 | 15.4 | 2.6 | 1.5 | -0.1 | -1.9 | -7.5 | 1.6 | -2.7 | -15.3

A section of the results above:
SMILES | M4 ag | CHRM5 agonist | M4 antag | CRFR2-BP ag | CRFR2-BP antag | M5 PAM | CHRM5 antagonist | CHRM1 PAM | CHRM4 PAM
CCCCN1C[C@H](C)[C@@H](CC(=O)NCc2ccccc2)C1=O | 1.7 | 1.2 | 2.4 | 0.0 | 2.9 | 1.5 | 9.5 | 7.6 | 6.5
CN1CCN(c2nc(-c3ccccc3)c3cc(Cl)ccc3n2)CC1 | 1.6 | -11.7 | -4.5 | 1.5 | -11.8 | -18.5 | 9.1 | -19.6 | -11.0
O=C(CSc1nnc(-c2ccc(Cl)cc2)n1Cc1ccco1)NCc1ccc2c(c1)OCO2 | 1.5 | -2.0 | 0.3 | -1.6 | 28.7 | -2.1 | -2.3 | 9.7 | 1.9
Cc1sc2ncn(CC(=O)NCCCC(=O)N3CCCCC3)c(=O)c2c1C | 0.8 | -1.1 | -8.4 | -0.8 | 3.9 | -2.0 | 1.4 | 4.1 | 2.1
Cc1nc(SCC(N)=O)[nH]c(=O)c1Cc1ccc(OC(C)C)cc1 | 0.5 | -0.2 | -10.6 | 5.5 | 24.9 | 6.8 | -7.7 | -2.4 | 12.0
CC(C)=C1SC(N2CCN(c3cccc(C(F)(F)F)c3)CC2)=NC1=O | 0.3 | 2.3 | 9.2 | -0.5 | 2.0 | -2.4 | -6.3 | 11.0 | 20.1
Cc1ccc(NC(=O)CCCSc2ccccc2)cc1S(=O)(=O)N1CCOCC1 | 15.4 | 2.6 | 1.5 | -0.1 | -1.9 | -7.5 | 1.6 | -2.7 | -15.3

Next entries follow:
SMILES | M4 ag | CHRM5 agonist | M4 antag | CRFR2-BP ag | CRFR2-BP antag | M5 PAM | CHRM5 antagonist | CHRM1 PAM | CHRM4 PAM
O=C(c1ccc(Cn2c(=O)[nH]c3ccccc3c2=O)cc1)N1CCN(c2ccc(Cl)cc2)CC1 | 9.4 | -3.3 | 9.8 | 0.3 | 4.3 | -21.8 | 7.7 | 1.7 | -9.7
O=C(Cc1ccccc1Cl)NCc1cccnc1 | -0.1 | 0.5 | -1.5 | 0.5 | 0.2 | 6.1 | 3.1 | 3.3 | 2.2
CCC(=O)N1CCN(c2ccc(NC(=O)COc3ccccc3[N+](=O)[O-])cc2)CC1 | 14.1 | 1.9 | 0.4 | -0.7 | -6.5 | -20.3 | 21.6 | -13.3 | -18.7
Cc1cc(C)nc(N2CCCC(C(=O)NCCc3ccccc3F)C2)n1 (configuration not stated) | 0.6 | 1.2 | -3.5 | 0.1 | 2.5 | -0.3 | 4.1 | 5.4 | 7.8
COc1ccc(-c2cc(C(F)(F)F)n3nc(C(=O)N4CCN(C(=O)c5ccco5)CC4)cc3n2)cc1 | 5.4 | 0.7 | -8.2 | -1.9 | 9.7 | -0.4 | 2.0 | 6.5 | 0.1
C=CCn1c(SCC(N)=O)nc2sc3c(c2c1=O)CCC3 | 0.3 | -2.5 | -0.5 | -0.4 | 2.6 | 0.8 | 24.2 | 2.6 | -0.8
CCOc1ccc(N2CC(C(=O)NC3CCCCCC3)CC2=O)cc1 (configuration not stated) | 0.7 | -3.2 | 13.6 | -0.5 | -2.7 | 3.4 | 3.3 | 9.7 | -4.5
O=C(NCc1ccccn1)c1ccco1 | 0.5 | -2.4 | -17.4 | 0.8 | 2.7 | -5.7 | -1.5 | 5.7 | 2.2
NS(=O)(=O)c1ccc(CCNC(=O)c2ccc(S(=O)(=O)N3CCCCC3)cc2)cc1 | 1.0 | -2.3 | 6.0 | 6.4 | -41.6 | -6.7 | 5.7 | 8.9 | 1.9
COc1cccc(NC(=O)CN(C)C(=O)CNC(=O)c2sc3ccccc3c2Cl)c1 | 4.7 | -1.6 | -2.1 | -0.6 | -12.0 | 1.2 | 7.2 | 5.3 | 2.9
CC(C)CN(C)C(=O)CCc1nnc(Cc2cccc(C(F)(F)F)c2)o1 | 0.9 | -4.4 | 0.2 | 0.0 | 0.4 | 3.1 | 2.4 | 12.9 | 3.3
O=C(O)C1CCN(S(=O)(=O)c2cccs2)CC1 | 0.0 | -2.6 | -3.1 | -0.8 | 16.1 | 0.1 | 7.5 | 5.1 | 2.7
CC(C)c1ccc(CC(=O)N2CCC2(C)C(=O)Nc2cccc(C#N)c2)cc1 (configuration not stated) | 8.9 | 2.8 | 15.7 | nt | nt | -12.2 | 14.1 | -12.4 | -4.5
CCC(C)c1ccc(OCC(=O)Nc2ccc(CN3CCOCC3)cc2)cc1 (configuration not stated) | 15.4 | -0.3 | -9.1 | 1.7 | -4.5 | 2.1 | -2.2 | -1.1 | -1.4
CC(C)CN(CC(C)C)C(=O)c1cccc(S(=O)(=O)N2CCc3ccccc32)c1 | 1.2 | -6.5 | 3.8 | 3.7 | 39.9 | -8.4 | 7.2 | -3.8 | -8.1
O=C(Nc1ccccc1)NC1(C(=O)N2CCN(c3ncccn3)CC2)CCCCC1 | 0.3 | 0.4 | -6.1 | 0.8 | -12.4 | -6.7 | -4.8 | 4.2 | 2.8
O=S(=O)(NCc1ccccc1)c1ccc(-c2cnc(C3CC3)o2)cc1 | 24.6 | 1.9 | 0.5 | -0.9 | -13.4 | -12.5 | 3.3 | -13.1 | -10.0
S=C(Nc1ccccn1)c1ccccn1 | 0.7 | -3.5 | -1.3 | 2.3 | 14.1 | 1.9 | -0.7 | 1.5 | 11.1
COc1cccc(N2C(=O)C(c3ccccc3)=C(c3nc4ccccc4s3)C2NC(C)=O)c1 (configuration not stated) | 0.1 | -2.7 | 8.8 | 0.8 | 4.4 | -0.3 | 1.6 | 9.8 | 8.3
CC1(C)CC(=O)C2=C(C1)OC(c1cccs1)C(C#N)=C2N (configuration not stated) | 1.2 | -1.4 | 0.5 | -1.3 | -10.3 | 0.1 | -2.8 | 3.7 | 2.7
Cc1noc(C)c1COC(=O)c1ccc(F)c(S(=O)(=O)N2CCOCC2)c1 | 2.2 | 4.1 | -1.1 | -0.5 | 7.0 | 4.0 | -4.8 | 5.6 | 4.2
Cc1cc2ccccc2nc1SCC(=O)N1CCCC1 | -1.5 | -2.8 | 2.5 | -1.2 | 5.3 | -5.1 | 18.9 | 9.5 | 6.7
N#Cc1ccccc1S(=O)(=O)N1CCN(c2cnccn2)CC1 | 1.0 | -2.4 | 10.1 | 0.1 | -32.5 | -0.7 | 0.7 | -5.6 | -5.6
CC1CC(NC(=O)c2ncn[nH]2)CC(C)(C)C1 (configuration not stated) | 1.7 | 1.6 | 5.7 | 0.3 | -2.8 | 2.0 | 2.1 | 0.3 | 1.7
